PPC-1+TRAIL kill – PPC-1 cancer cell killing with TRAIL present; PPC-1 cells + TRAIL, ATPLite viability luminescence; hit rate 0.41% among 220,000; cell killing (% activity), % at 4 µM; AID 1443;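 active means cell killing above 50% in the first pass at 4 µM, then a duplicate retest at 5 µM averaging 50% or more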;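 further: plate controls were cells with TRAIL plus DMSO for no effect and medium-only wells lacking cells for full effect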
CHOP inh – CHOP inhibition in unfolded protein response; CHO-K1 CHOP-promoter luciferase, tunicamycin-induced, 15-18 h; inhibition, % at 10 µM; hit rate 3.8% among 220,000;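 active means compounds that reduced the stress-induced luciferase reporter signal by more than about 70% of percent inhibition, limit read from the data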;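 further: 0% = tunicamycin plus vehicle and 100% = wells without tunicamycin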
Wee1 degr inh – blocks degradation of human Wee1 kinase | P30291 | HeLa Luc-Wee1K328M stability, luciferase luminescence; 100% = proteasome inhibitor MG132 effect | reporter increase, % at 5 µM | hit rate 1.2% among 220,000;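 active means activation above the mean of all tested compounds plus 3 SD, set per screening run, cut at about 8.8% in these data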;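 further: cells exposed to compound for 20 h before luminescence read; 0% = DMSO alone and 100% = MG132 at 30 µM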
Target sequence (P30291 whole entry K328M): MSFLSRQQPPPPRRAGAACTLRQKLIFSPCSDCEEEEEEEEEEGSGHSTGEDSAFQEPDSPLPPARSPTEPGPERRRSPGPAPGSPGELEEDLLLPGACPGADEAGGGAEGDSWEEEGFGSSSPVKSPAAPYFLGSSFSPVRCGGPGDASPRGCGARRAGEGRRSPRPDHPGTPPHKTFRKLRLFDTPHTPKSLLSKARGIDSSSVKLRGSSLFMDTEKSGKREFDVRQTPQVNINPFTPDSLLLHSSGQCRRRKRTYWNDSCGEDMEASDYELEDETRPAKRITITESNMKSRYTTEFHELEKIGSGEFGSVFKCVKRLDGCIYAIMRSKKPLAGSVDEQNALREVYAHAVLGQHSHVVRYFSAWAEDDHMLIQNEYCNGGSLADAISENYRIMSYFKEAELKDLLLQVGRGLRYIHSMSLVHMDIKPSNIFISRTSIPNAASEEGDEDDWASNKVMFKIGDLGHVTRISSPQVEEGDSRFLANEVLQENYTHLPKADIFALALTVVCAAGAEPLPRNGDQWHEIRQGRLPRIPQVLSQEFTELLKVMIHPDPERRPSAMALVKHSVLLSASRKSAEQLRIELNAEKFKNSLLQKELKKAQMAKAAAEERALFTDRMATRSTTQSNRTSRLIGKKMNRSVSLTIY
BaF3 parental – parental Ba/F3 viability inhibition as JAK2V617F counter-screen. hit rate 1.1% among 220,000. AID 1486. inhibition, % at 5.6 µM. CellTiter-Glo ATP luminescence;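 active means inhibition above a per-campaign cutoff, the mean inhibition of all tested compounds plus 3 SD, cut at about 27% in these data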;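 further: 0% = DMSO wells and 100% = JAK Inhibitor I control wells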
zfTRPN1 agonist – zebrafish TRPN1 (NompC) channel agonism. HEK293 zebrafish TRPN1-YFP, Fluo-8 calcium fluorescence; 100% = response to 87 µM carbachol. activation, % at 3 µM. hit rate 0.18% among 220,000. AID 1424;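 active means activation above its plate's cutoff, the mean activation of test wells on that plate plus 3 SD, cut at about 19% in these data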;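 further: 0% = DMSO alone and 100% = 87 µM carbachol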
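Assay system: Zebrafish TRPN1-YFP in HEK293 cells | Incubation: Dye loading 1 h at 37 °C, then 30 min room temperature | Measured by: Kinetic Fluo-8 fluorescence, ex 470-495, em 515-575 nm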
RBBP9 inh – human RBBP9 hydrolase inhibition. O75884. recombinant RBBP9, FP-Rh probe fluorescence polarization. inhibition, % at 7.94 µM. hit rate 0.2% among 220,000;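 active means inhibition above the campaign mean of all tested compounds plus 3 SD, cut at about 14% in these data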;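 further: plate controls were DMSO wells with RBBP9 for no effect and wells lacking RBBP9 protein for full effect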
Target sequence (O75884 whole entry, looked up): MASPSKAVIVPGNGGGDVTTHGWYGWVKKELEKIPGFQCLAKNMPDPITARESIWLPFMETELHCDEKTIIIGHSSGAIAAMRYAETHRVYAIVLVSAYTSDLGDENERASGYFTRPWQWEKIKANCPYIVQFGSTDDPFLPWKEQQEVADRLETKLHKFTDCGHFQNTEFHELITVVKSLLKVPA
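System: RBBP9 protein | Quantity: 2.5 µM RBBP9 dispensing solution, before mixing | Reagent: FP-Rh probe, 375 nM dispensing solution | Timing: Enzyme-compound preincubation 30 min, then probe labeling 45 min, 25 °C | Measured by: Fluorescence polarization | Read-out: % inhibition | Replication: One well per compound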
Ba/F3 V617F tox – lowers viability of Ba/F3 cells expressing EpoR and JAK2V617F. hit rate 1.1% among 220,000. inhibition, % at 5.6 µM. ATP luminescence;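 active means inhibition above the campaign mean plus 3 SD over all tested compounds, cut at about 24% in these data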;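 further: cytokine-independent growth of Ba/F3 cells driven by EpoR plus mutant JAK2; 0% = DMSO-treated cells and 100% = JAK inhibitor I control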
TRPML3 ag – human mucolipin-3 channel agonism | activation, % at 3 µM | Q8TDD5 | HEK293 TRPML3-YFP, Fluo-8 calcium fluorescence; 100% = the carbachol control signal | hit rate 0.29% among 220,000 | AID 1448;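 active means activation above its plate's cutoff, the mean activation of the plate's test wells plus 3 SD, cut at about 12% in these data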;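 further: 0% = DMSO only wells and 100% = carbachol wells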
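Material: HEK293 cells stably carrying human TRPML3-YFP; compound dosing: single dose, 3 µM final nominal compound, 0.3% DMSO final; incubation: 1-h 37 °C dye load, 5-s basal, 120-s post-compound reads; technique: Fluo-8 intracellular calcium fluorescence, excitation 470-495 nm, emission 515-575 nm; read-out basis: percent activation from peak-to-basal fluorescence ratio, scaled between DMSO and carbachol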
TNF necrop inh – inhibitors of TNF-alpha induced necroptosis in Jurkat FADD-/- cells; AID 463075; Jurkat FADD-/- TNF necroptosis rescue, ATP luminescence, 24 h; 0 = TNF only, 100 = no-TNF cells; activation (protection from cell death), % at 10 µM; hit rate 0.068% among 220,000;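 active means activation, meaning protection from cell death, of at least 50% relative to plate controls; inactive means activation below 50%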;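 further: necroptosis triggered by 40 ng/mL TNF-alpha added together with compound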
An asterisk follows results filed as active. Compounds were not picked by outcome (roughly 6.8% active in at least one column).

| mol | PPC-1+TRAIL kill | CHOP inh | Wee1 degr inh | BaF3 parental | zfTRPN1 agonist | RBBP9 inh | Ba/F3 V617F tox | TRPML3 ag | TNF necrop inh |
| --- | --- | --- | --- | --- | --- | --- | --- | --- | --- |
| FC(F)(F)c1nnc2ccc(N3CCOCC3)nn12 | 22 | 46 | 2 | 0 | -0.7 | 2 | -3 | 0.6 | -1.8 |
| C=C(C)CN1C(=O)C(=O)N(CC(=C)C)C1=O | -1 | 20 | -3 | -6 | 2.4 | 7 | 0 | 1.2 | 3.7 |
| CCC(=O)Nc1cccc(C(=O)OCC(=O)c2ccccc2Cl)c1 | -3 | 27 | 2 | 5 | 1.0 | 8 | 2 | 0.9 | -4.3 |
| Fc1ccc(-c2csc(N3CCOCC3)n2)cc1 | -8 | 18 | -1 | 1 | -1.2 | 0 | 0 | -0.1 | 3.4 |
| COc1cnc(-c2ccccc2)nc1OC | 13 | -9 | -3 | 8 | 0.5 | -7 | 0 | 0.9 | 1.0 |
| O=C(NC1CCS(=O)(=O)C1)c1cnccn1 (configuration not stated) | 5 | 1 | 1 | 3 | 1.6 | -8 | 0 | 0.6 | -0.9 |
| CCCOc1ccc(C(=O)ON=C2CCN(C)CC2)cc1 | 5 | 15 | -3 | 6 | -0.4 | 0 | -3 | -0.1 | 0.6 |
| CC(C)CC(=O)NC(=S)Nc1cccc(NC(=O)c2ccccc2Cl)c1 | 20 | 36 | 1 | 2 | 0.8 | -11 | -2 | 0.5 | 2.7 |
| CCOc1ccc(/C=C2\SC(=S)N(NS(=O)(=O)c3ccc(C)cc3)C2=O)cc1OC | -2 | 2 | -1 | -3 | 1.9 | -9 | -1 | 0.6 | -0.2 |
| c1ccc2c(c1)nc(N1CCCCC1)c1ccccc12 | 13 | -5 | 2 | 0 | -1.0 | 6 | 5 | -1.2 | -0.4 |
| O=C(NCc1ccc(F)cc1)c1ccccc1OCc1ccccc1 | 0 | 16 | 20* | 10 | -1.7 | -6 | 2 | -0.1 | 0.7 |
| CCOC(=O)N1CCN(S(=O)(=O)Cc2ccccc2)CC1 | 22 | 3 | -2 | 0 | 1.0 | -8 | -2 | 0.6 | -3.6 |

Overlap with the part before: 6 compounds; new compounds follow.
| mol | PPC-1+TRAIL kill | CHOP inh | Wee1 degr inh | BaF3 parental | zfTRPN1 agonist | RBBP9 inh | Ba/F3 V617F tox | TRPML3 ag | TNF necrop inh |
| --- | --- | --- | --- | --- | --- | --- | --- | --- | --- |
| CCCOc1ccc(C(=O)ON=C2CCN(C)CC2)cc1 | 5 | 15 | -3 | 6 | -0.4 | 0 | -3 | -0.1 | 0.6 |
| CC(C)CC(=O)NC(=S)Nc1cccc(NC(=O)c2ccccc2Cl)c1 | 20 | 36 | 1 | 2 | 0.8 | -11 | -2 | 0.5 | 2.7 |
| CCOc1ccc(/C=C2\SC(=S)N(NS(=O)(=O)c3ccc(C)cc3)C2=O)cc1OC | -2 | 2 | -1 | -3 | 1.9 | -9 | -1 | 0.6 | -0.2 |
| c1ccc2c(c1)nc(N1CCCCC1)c1ccccc12 | 13 | -5 | 2 | 0 | -1.0 | 6 | 5 | -1.2 | -0.4 |
| O=C(NCc1ccc(F)cc1)c1ccccc1OCc1ccccc1 | 0 | 16 | 20* | 10 | -1.7 | -6 | 2 | -0.1 | 0.7 |
| CCOC(=O)N1CCN(S(=O)(=O)Cc2ccccc2)CC1 | 22 | 3 | -2 | 0 | 1.0 | -8 | -2 | 0.6 | -3.6 |
| COc1ccc(CCn2c(=S)[nH]c3cc(C(=O)N4CCOCC4)ccc3c2=O)cc1OC | 14 | -16 | -1 | -1 | -0.3 | -4 | -2 | 0.9 | 1.2 |
| O=C(OCC#CCSc1nnc(-c2ccncc2)o1)c1cccs1 | 13 | -1 | 2 | 7 | 1.9 | -3 | 3 | 0.0 | -1.0 |
| CCn1c(SCC(=O)Nc2nc3c(s2)CCCC3)nnc1-c1ccccc1 | 10 | 45 | 8 | 0 | 0.5 | -6 | -2 | -1.6 | 0.7 |
| O=C(CN1CCCC1)NN=C(c1ccccc1)c1ccccc1 | 22 | 24 | -1 | 6 | -0.2 | -10 | 1 | 0.3 | -0.1 |
| CC(=O)Nc1ccc(NC(=O)CSc2ncnn2-c2ccccc2)cc1 | 15 | 3 | 1 | 1 | 1.2 | -11 | 4 | 0.0 | -0.7 |
| CCOC(=O)CSc1nc(-c2ccccc2)cc(C(F)(F)F)n1 | 18 | 29 | 0 | 5 | -1.4 | -10 | -2 | -0.6 | -0.1 |
| CN(C(=O)CSc1ccccc1C(=O)O)C1CCCCC1 | 1 | 10 | -2 | 4 | -0.4 | -12 | 1 | 0.6 | -0.6 |
| CCc1nn(CC(=O)N2CCN(Cc3ccc4c(c3)OCO4)CC2)c(=O)c2cc3occc3n12 | 0 | 58 | 2 | 2 | 1.2 | 0 | -4 | 0.8 | -3.3 |
| COc1ccc(-n2nnnc2SCC(=O)NC(=O)Nc2ccc3c(c2)OCCO3)cc1 | 40 | 30 | 3 | -1 | -0.6 | -2 | -5 | 0.4 | 1.1 |
| Cc1cc(C)n(C(C)n2nc(C)cc2C)n1 | 18 | -12 | -4 | -2 | -0.2 | -3 | -4 | 0.5 | -0.8 |
| COc1ccc(C2C(=O)N(C3CCCCC3)CC(=O)N2CC2COc3ccccc3O2)cc1 (configuration not stated) | 9 | -17 | 1 | -3 | -0.6 | -4 | -2 | 0.6 | -0.2 |
| CCOC(=O)c1nn(C)c(C)c1Cl | -6 | 9 | -1 | 0 | 0.5 | -7 | -2 | 1.1 | 0.6 |
| CC1(C)CC(=O)/C(=C(/O)CCCN2C(=O)c3ccccc3C2=O)C(=NC(C)(C)C)C1 | 10 | 16 | -1 | 7 | -0.8 | -10 | 0 | -0.3 | 0.4 |
| COCC(=O)N1CCN(c2ccc([N+](=O)[O-])cc2)CC1 | 27 | 18 | -2 | -2 | 0.4 | -8 | -1 | 0.3 | -2.5 |
| O=c1c2c3c(sc2nc(N2CCNCC2)n1-c1cccc(Cl)c1)CCCCC3 | 19 | -16 | 1 | -1 | 2.7 | 3 | 0 | 1.9 | -8.9 |
| O=C1c2oc3ccccc3c(=O)c2C(c2cccs2)N1CCCN1CCOCC1 (configuration not stated) | 17 | 80* | 1 | 4 | 0.3 | -10 | -1 | 0.0 | -0.9 |
| NNC(=O)CCN1CCCCC1 | 35 | 21 | 6 | -1 | -0.3 | -1 | -2 | 0.2 | 0.2 |
| CCc1ccc(NC(=O)N(CCCN2CCOCC2)Cc2cccs2)cc1 | -29 | 9 | -1 | 2 | 0.1 | -7 | -2 | 0.2 | 0.6 |
| Cc1c(Cl)ccc(S(=O)(=O)N2CCN=C2c2ccccc2)c1Cl | 10 | 9 | -3 | 0 | -0.6 | 0 | -3 | 0.4 | 0.6 |
| CCOCCCNCC(=O)N1CCN(S(=O)(=O)c2ccc(C)cc2)CC1 | -10 | 46 | -2 | 5 | -2.3 | -11 | 3 | -0.2 | -2.3 |
| O=C(NCc1ccc(Cl)cc1Cl)C1CCN(S(=O)(=O)c2ccc3c(c2)OCCCO3)CC1 | 19 | 26 | 1 | 1 | -0.8 | -4 | -1 | -0.1 | -0.3 |
| O=C(/C=C/c1cccc(F)c1)N1CCN(c2ncccn2)CC1 | 18 | -19 | -1 | 5 | 0.4 | -7 | 0 | 1.1 | -1.4 |
| CCOC(=O)N1CCN(C(=O)CNC(=O)Cn2cnc3ccccc3c2=O)CC1 | 20 | 13 | 2 | 3 | 3.9 | -10 | 0 | 0.2 | -0.2 |
| O=C(Nc1ccc(N2CCOCC2)cc1)C1(c2ccc(Cl)cc2)CCC1 | -6 | 9 | -1 | 3 | 6.6 | -2 | -2 | 5.5 | 3.4 |
| O=C(NCCCn1ccnc1)/C(=C\c1cccs1)NC(=O)c1ccco1 | 14 | 49 | 2 | 6 | 0.1 | -5 | 3 | 0.1 | 0.7 |
| COc1ccc(S(=O)(=O)N(C)CC(=O)Nc2ccccc2OC)cc1C | 11 | 41 | -2 | -2 | -1.3 | -6 | -5 | -0.9 | -1.3 |
| CC(C)(C)c1ccc(C(=O)NC(=S)Nc2ccc(N3CCOCC3)cc2)cc1 | 11 | 8 | 2 | 1 | -0.6 | -1 | -2 | 0.1 | 2.4 |
| CCCn1c(C(Cc2ccccc2)NC(=O)COC)nc2ccccc21 (configuration not stated) | 15 | -8 | -2 | 5 | -0.1 | -7 | 2 | 0.0 | 0.6 |
| Cn1nc(-c2ccc(C(=O)Nc3cccc(Cl)c3)cc2)c2ccccc2c1=O | 4 | 67 | -2 | 3 | -0.3 | 5 | -4 | 0.7 | 1.6 |
| N/C(=N\OS(=O)(=O)c1cc(Cl)ccc1Cl)c1ccncc1 | -4 | 7 | 3 | 8 | 0.1 | -5 | 1 | 1.4 | -0.4 |
| O=c1/c(=C\c2cc([N+](=O)[O-])cc([N+](=O)[O-])c2O)sc2nc3ccccc3n12 | -10 | 18 | 4 | 5 | 0.5 | -8 | 1 | 0.4 | 0.7 |
| O=C(COC(=O)/C=C/C(=O)N1CCN(c2ccccc2)CC1)NC(c1ccccc1)c1ccccc1 | 27 | -6 | 1 | 0 | -2.0 | -2 | -4 | 0.0 | -3.9 |
| Clc1cc(Cl)c2nc(N3CCOCC3)sc2c1 | -10 | 3 | 0 | 5 | -0.2 | -4 | 1 | -0.2 | -2.7 |
| CC(C)C(=O)N1CCC(CN=CC2=C(O)CC(C)(C)CC2=O)CC1 | 27 | -6 | 2 | 3 | 0.0 | -10 | 5 | 0.1 | -0.9 |
| COc1cccc(/C=C/C(=O)OCC(=O)Nc2cccc(S(=O)(=O)N3CCOCC3)c2)c1OC | 18 | 9 | 1 | 9 | 3.6 | -10 | 1 | 1.4 | 0.2 |
| CC(Oc1ccc(Cl)cc1Cl)/C(N)=N/O (configuration not stated) | 4 | 4 | 1 | 0 | 1.1 | -7 | -2 | 0.4 | 6.4 |
| O=C(Nc1cc(-c2ccccc2)[nH]n1)c1ccccc1F | 2 | -12 | 3 | -1 | 1.3 | 7 | -1 | 0.9 | -6.7 |
| COc1cc(C(=O)N2CCCc3ccccc32)cc(OC)c1OC | 25 | -6 | -1 | 0 | 0.5 | -6 | 2 | -0.4 | -9.2 |
| CC(C(=O)NCc1cccnc1)N1C(=O)c2ccccc2C1=O (configuration not stated) | -16 | 20 | 0 | 4 | 0.6 | -5 | -1 | 1.3 | -1.2 |
| O=C(CSc1ccccn1)Nc1cccc([N+](=O)[O-])c1 | 3 | 9 | -1 | 2 | -1.4 | -5 | -1 | 0.1 | 2.7 |

Compound activity: PubChem BioAssay, several laboratories
